Source: PubChem (several laboratories)
Rac1 wt GTP bind: wildtype Rac1 GTP binding modulators, primary screen, biochemical, GST-Rac1 beads, flow cytometry, multiplex. GTP binding activity (% of control), % at 10 µM. hit rate 0.27% among 190,000. Ras-related C3 botulinum toxin substrate 1 (Homo sapiens), P63000. fluorescent GTP binding; actives lie on both sides; 0 = cold GTP competed, 100 = untreated;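 active = GTP binding activity at least 20 points away from the 100% control level, either lower or higher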
ABCG2 block: ABCG2 efflux pump inhibitors, primary screen, multiplex with ABCB1, IgMXP3 cells, flow cytometry | Broad substrate specificity ATP-binding cassette transporter ABCG2 (Homo sapiens), Q9UNQ0 | JC-1 efflux | inhibition, % at 6.6 µM | hit rate 0.1% among 190,000 | AID 1325, 2008;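 active = inhibition above 80%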;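 note: 0% = DMSO and 100% = nicardipine control wells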
Target sequence (Q9UNQ0 whole entry, looked up): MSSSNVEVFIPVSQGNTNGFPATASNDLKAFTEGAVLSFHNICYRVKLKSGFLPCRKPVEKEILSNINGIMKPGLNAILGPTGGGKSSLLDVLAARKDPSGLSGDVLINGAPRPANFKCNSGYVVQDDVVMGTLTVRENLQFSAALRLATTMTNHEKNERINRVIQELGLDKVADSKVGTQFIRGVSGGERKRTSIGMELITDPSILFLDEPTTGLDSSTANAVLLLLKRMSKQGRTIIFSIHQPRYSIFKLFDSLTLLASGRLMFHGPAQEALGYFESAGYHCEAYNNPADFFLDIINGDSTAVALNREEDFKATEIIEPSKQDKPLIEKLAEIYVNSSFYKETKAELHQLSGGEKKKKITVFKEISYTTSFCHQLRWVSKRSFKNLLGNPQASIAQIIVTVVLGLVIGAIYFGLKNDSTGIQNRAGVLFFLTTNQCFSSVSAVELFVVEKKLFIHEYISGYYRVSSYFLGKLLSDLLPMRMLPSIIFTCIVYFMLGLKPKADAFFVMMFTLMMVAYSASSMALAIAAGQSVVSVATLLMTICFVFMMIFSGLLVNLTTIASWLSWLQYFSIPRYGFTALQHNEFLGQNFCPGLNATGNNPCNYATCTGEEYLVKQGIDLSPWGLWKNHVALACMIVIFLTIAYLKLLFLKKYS
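Test system: IgMXP3 cells (ABCG2) mixed with DDAO far-red-labelled CCRF-Adr cells (ABCB1). Reagent: JC-1 transporter substrate. Compound dosing: single test compound dose, 6.6 µM final. Times: 10 min compound exposure, 25 °C. Detection: flow cytometry of retained JC-1 fluorescence. Read-out basis: efflux inhibition in percent versus controls. Controls: nicardipine and DMSO wells.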
GSH bead fluor: compound fluorescence on glutathione beads, profiling panel, artefact control, biophysical, 488/530 nm, flow cytometry; GSH beads flow cytometry, compound fluorescence 488/530 nm; active compounds read high; fluorescence (KMESF) at 10 µM; hit rate 0.25% among 190,000; in the data active = fluorescence above about 89;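 note: glutathione beads carrying GST-tagged Bcl family fusion proteins plus one bare bead set; values are compound well signal with DMSO vehicle wells as background; inactives centre near 16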
Pf gametocyte: late stage P. falciparum gametocyte viability inhibitors, primary screen, ATP luminescence, HTS; AID 743093, 2013; hit rate 0.065% among 150,000; inhibition, % at 10.9 µM; P. falciparum stage V gametocytes, 24 h;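 active = inhibition above the mean plus 3 SD of compounds within the control limits, set per campaign, cut at about 38% in these data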;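 note: 0% = DMSO wells and 100% = medium only without gametocytes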
Avidin fluor: green autofluorescence of compounds with avidin beads – biophysical, 488/530 nm, flow cytometry, artefact control, profiling panel. fluorescence (KMESF) at 10 µM. AID 1775, 2009. compound fluorescence 488/530 nm; active compounds read high. hit rate 0.38% among 220,000; in the data active = fluorescence above about 47; note: inactives centre near 10
ABCB1 inh: ABCB1 efflux pump inhibitors, primary screen, cell-based, multiplex, flow cytometry, ABCG2 counter-screen. ATP-dependent translocase ABCB1 (Homo sapiens), P08183. CCRF-Adr cells, JC-1 efflux. inhibition, % at 6.6 µM. hit rate 0.067% among 190,000. AID 1326, 2008; in the data active = inhibition above about 40%;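 note: 0% = vehicle and 100% = reference inhibitor; higher value means more JC-1 retained so stronger ABCB1 efflux block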
Rac1 mut GTP: GTP binding modulators of activated mutant Rac1, primary screen, biochemical, bead-based flow cytometry, multiplex, fluorescent GTP; Ras-related C3 botulinum toxin substrate 1 (Homo sapiens), P63000; GST-Rac1 activated beads; actives lie on both sides; 100% means binding = to untreated wells; percent activity (GTP binding), % at 10 µM; hit rate 0.11% among 190,000; AID 764, 2007;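 active = GTP binding at least 20 percentage points away from the 100% baseline, in either direction, so actives lie on both sides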
Rab2 wt GTP: modulators of GTP binding to Rab2A wildtype, primary screen, biochemical, dog, bead-based flow cytometry, multiplex | hit rate 0.19% among 190,000 | GTP binding activity, % at 10 µM | GST-Rab2 wt beads, Bodipy-GTP binding;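 active = GTP binding activity at least 20 points away from 100%, either lowered or raised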;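 note: 0% = beads with excess unlabeled GTP and 100% = no-compound control corrected for plate trend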
HRas wt GTP bind: modulators of GTP binding to HRas wildtype, primary screen, biochemical, bead-based flow cytometry, multiplex; GTPase HRas (Homo sapiens), P01112; hit rate 0.14% among 190,000; AID 759, 2007; GTP binding activity, % at 10 µM; GST-Ras wt beads, Bodipy-FL-GTP binding; actives lie on both sides;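 active = GTP binding activity at least 20% away from the 100% baseline, either lowered as inhibitor or raised as activator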;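 note: 0% = unlabeled GTP competition control and 100% = no-compound control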
Target sequence (P01112 whole entry, looked up): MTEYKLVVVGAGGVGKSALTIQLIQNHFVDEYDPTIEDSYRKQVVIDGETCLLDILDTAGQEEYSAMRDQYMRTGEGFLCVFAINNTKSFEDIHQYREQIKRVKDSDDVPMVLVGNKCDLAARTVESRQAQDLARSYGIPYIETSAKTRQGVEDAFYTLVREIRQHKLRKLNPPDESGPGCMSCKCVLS
Cdc42 wt GTP: modulators of GTP binding to wildtype Cdc42, primary screen, biochemical, multiplex bead flow cytometry, Bodipy-GTP. GST-Cdc42 beads; actives lie on both sides. Cell division control protein 42 homolog (Homo sapiens), P60953. percent activity (GTP binding), % at 10 µM. hit rate 0.2% among 190,000;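 active = percent activity GTP binding at least 20 points away from the 100% baseline, either down as inhibitor or up as activator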;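 note: median bead fluorescence of bound Bodipy-FL-GTP at 100 nM; 0% = excess unlabeled GTP control and 100% = no compound control; below 100% means less GTP binding so inhibitor and above means activator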
Target sequence (P60953 whole entry, looked up): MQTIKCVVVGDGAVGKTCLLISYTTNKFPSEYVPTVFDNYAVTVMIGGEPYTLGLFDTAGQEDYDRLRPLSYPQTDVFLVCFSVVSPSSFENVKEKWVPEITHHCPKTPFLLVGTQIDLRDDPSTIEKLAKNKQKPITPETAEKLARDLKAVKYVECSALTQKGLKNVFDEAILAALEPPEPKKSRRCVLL
Rab7 wt modul: modulators of GTP binding to Rab7, primary screen, biochemical, wildtype, multiplex bead flow cytometry | GST-Rab7 beads, fluorescent GTP binding; actives lie on both sides; untreated = 100%, excess cold GTP = 0% | GTP binding activity (percent of control), % at 10 µM | hit rate 0.055% among 190,000;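 active = fluorescent GTP binding to Rab7 beads changed by at least 20 points from the 100% baseline, either direction, mostly lower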;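 note: median green fluorescence of bound Bodipy-FL-GTP per Rab7 bead population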
Starred values were filed as active, the others as inactive.

`Cc1nc2ccc(S(=O)(=O)Nc3ccccc3C)cc2s1` gave Rac1 wt GTP bind 97, ABCG2 block 0, GSH bead fluor 13, Avidin fluor 22, ABCB1 inh 0.1, Rac1 mut GTP 96, Rab2 wt GTP 95, HRas wt GTP bind 96, Cdc42 wt GTP 98 and Rab7 wt modul 99.
Screening Cn1c(SCC(=O)c2ccccc2)nnc1C1CC1 returned Rac1 wt GTP bind 99, ABCG2 block -2, GSH bead fluor 24, Pf gametocyte 2, Avidin fluor 4, ABCB1 inh -0.5, Rac1 mut GTP 96, Rab2 wt GTP 96, HRas wt GTP bind 99, Cdc42 wt GTP 100 and Rab7 wt modul 95.
Screening Cn1nc(Oc2ncc(C(F)(F)F)cc2Cl)cc1C(F)(F)F returned Rac1 wt GTP bind 102, ABCG2 block 1, GSH bead fluor 20, Pf gametocyte 3, Avidin fluor 8, ABCB1 inh 0.1, Rac1 mut GTP 95, Rab2 wt GTP 100, HRas wt GTP bind 97, Cdc42 wt GTP 99 and Rab7 wt modul 101.
`O=c1c2c3c(sc2nc2n1CCCCC2)CCC3` gave Rac1 wt GTP bind 100, ABCG2 block 7, GSH bead fluor 24, Avidin fluor 34, ABCB1 inh 0.6, Rac1 mut GTP 98, Rab2 wt GTP 100, HRas wt GTP bind 100, Cdc42 wt GTP 98 and Rab7 wt modul 101.
COc1ccccc1N1CCN(C(=O)CSc2nc(-c3ccccc3)cc(=O)[nH]2)CC1 was read as Rac1 wt GTP bind 96, ABCG2 block 65, GSH bead fluor 22, Pf gametocyte -23, Avidin fluor 29, ABCB1 inh 0.6, Rac1 mut GTP 89, Rab2 wt GTP 91, HRas wt GTP bind 94, Cdc42 wt GTP 93 and Rab7 wt modul 91.
For O=C1/C(=C/c2cccnc2)Oc2cc(OS(=O)(=O)c3ccc(F)cc3)ccc21 the results were Rac1 wt GTP bind 107, ABCG2 block 5, GSH bead fluor 41, Avidin fluor 7, ABCB1 inh 0.7, Rac1 mut GTP 100, Rab2 wt GTP 102, HRas wt GTP bind 103, Cdc42 wt GTP 104 and Rab7 wt modul 99.
`CNC(=S)NNC(=O)c1sccc1OCc1ccc(C)cc1` gave Rac1 wt GTP bind 104, ABCG2 block 1, GSH bead fluor 24, Pf gametocyte -6, Avidin fluor 7, ABCB1 inh 0.1, Rac1 mut GTP 102, Rab2 wt GTP 104, HRas wt GTP bind 105, Cdc42 wt GTP 108 and Rab7 wt modul 102.
For C=CCN(CC=C)CCOc1cccc(Oc2ccccc2)c1 the results were Rac1 wt GTP bind 104, ABCG2 block 1, GSH bead fluor 13, Pf gametocyte 5, Avidin fluor 11, ABCB1 inh 0.6, Rac1 mut GTP 102, Rab2 wt GTP 105, HRas wt GTP bind 104, Cdc42 wt GTP 108 and Rab7 wt modul 107.
`COc1cccc(Cn2nnc(C(=O)Nc3cc(C)ccc3OC)c2N)c1` gave Rac1 wt GTP bind 110, ABCG2 block 5, GSH bead fluor 12, Avidin fluor 7, ABCB1 inh 0.5, Rac1 mut GTP 101, Rab2 wt GTP 104, HRas wt GTP bind 103, Cdc42 wt GTP 105 and Rab7 wt modul 101.
Screening COC(=O)c1ccc(NC(=S)N2CCC(C(N)=O)CC2)cc1 returned Rac1 wt GTP bind 103, ABCG2 block -9, GSH bead fluor 10, Avidin fluor 10, ABCB1 inh -0.7, Rac1 mut GTP 99, Rab2 wt GTP 100, HRas wt GTP bind 100, Cdc42 wt GTP 102 and Rab7 wt modul 101.
Screening COc1ccccc1NC(=O)Nc1ccc2c(c1)nnn2C returned Rac1 wt GTP bind 106, ABCG2 block 5, GSH bead fluor 23, Avidin fluor 34, ABCB1 inh 0.1, Rac1 mut GTP 98, Rab2 wt GTP 99, HRas wt GTP bind 101, Cdc42 wt GTP 102 and Rab7 wt modul 97.
`O=C(Oc1cccc(N2C(=O)CCC2=O)c1)C1CC(=O)N(c2ccc(F)cc2)C1` (stereo not given) gave Rac1 wt GTP bind 102, ABCG2 block 5, GSH bead fluor 14, Pf gametocyte -12, Avidin fluor 25, ABCB1 inh 0.4, Rac1 mut GTP 97, Rab2 wt GTP 97, HRas wt GTP bind 99, Cdc42 wt GTP 102 and Rab7 wt modul 98.
Screening Cc1ccc(SCCNC(=O)c2ccccc2)cc1 returned Rac1 wt GTP bind 101, ABCG2 block 1, GSH bead fluor 11, Avidin fluor 6, ABCB1 inh 0.0, Rac1 mut GTP 99, Rab2 wt GTP 101, HRas wt GTP bind 100, Cdc42 wt GTP 99 and Rab7 wt modul 96.
`Cc1ccc(Oc2ncccc2COC(=O)Nc2ccccc2C)cc1` gave Rac1 wt GTP bind 99, ABCG2 block 10, GSH bead fluor 10, Pf gametocyte -11, Avidin fluor 12, ABCB1 inh 0.8, Rac1 mut GTP 96, Rab2 wt GTP 97, HRas wt GTP bind 97, Cdc42 wt GTP 98 and Rab7 wt modul 94.
For Cc1ccccc1CSCCNC(=O)COc1ccc(Cl)cc1 the results were Rac1 wt GTP bind 98, ABCG2 block 2, GSH bead fluor 21, Pf gametocyte 13, Avidin fluor 14, ABCB1 inh 0.1, Rac1 mut GTP 97, Rab2 wt GTP 97, HRas wt GTP bind 96, Cdc42 wt GTP 97 and Rab7 wt modul 99.
Screening COc1cccc(N2C(=O)CC(N3CCN(C(=O)c4ccco4)CC3)C2=O)c1 (stereo not given) returned Rac1 wt GTP bind 102, ABCG2 block 2, GSH bead fluor 45, Avidin fluor 36, ABCB1 inh 0.6, Rac1 mut GTP 98, Rab2 wt GTP 99, HRas wt GTP bind 99, Cdc42 wt GTP 103 and Rab7 wt modul 97.
`O=C(c1cc(Cl)ccc1Cl)N1CCN(c2ccccn2)CC1` gave Rac1 wt GTP bind 97, ABCG2 block 3, GSH bead fluor 32, Pf gametocyte -21, Avidin fluor 17, ABCB1 inh 1.1, Rac1 mut GTP 98, Rab2 wt GTP 96, HRas wt GTP bind 97, Cdc42 wt GTP 96 and Rab7 wt modul 97.
CCCOc1ccc(N2C(=O)CC(SCCc3nc4ccccc4[nH]3)C2=O)cc1 (stereo not given) was read as Rac1 wt GTP bind 105, ABCG2 block 1, GSH bead fluor 13, Avidin fluor 5, ABCB1 inh 0.1, Rac1 mut GTP 97, Rab2 wt GTP 99, HRas wt GTP bind 99, Cdc42 wt GTP 99 and Rab7 wt modul 99.
For O=C(Nc1cccnc1)c1cn(-c2ccccc2)nc1-c1cccs1 the results were Rac1 wt GTP bind 90, ABCG2 block -2, GSH bead fluor 22, Avidin fluor 7, ABCB1 inh -0.3, Rac1 mut GTP 93, Rab2 wt GTP 96, HRas wt GTP bind 94, Cdc42 wt GTP 95 and Rab7 wt modul 92.
Screening Cc1ccc(CNC(=O)CSc2nc3ccccc3c3nc(C)nn23)cc1 returned Rac1 wt GTP bind 101, ABCG2 block 5, GSH bead fluor 11, Avidin fluor 19, ABCB1 inh 1.1, Rac1 mut GTP 98, Rab2 wt GTP 97, HRas wt GTP bind 100, Cdc42 wt GTP 102 and Rab7 wt modul 102.

Brought forward from above: two compounds; new compounds follow.
For O=C(Nc1cccnc1)c1cn(-c2ccccc2)nc1-c1cccs1 the results were Rac1 wt GTP bind 90, ABCG2 block -2, GSH bead fluor 22, Avidin fluor 7, ABCB1 inh -0.3, Rac1 mut GTP 93, Rab2 wt GTP 96, HRas wt GTP bind 94, Cdc42 wt GTP 95 and Rab7 wt modul 92.
Screening Cc1ccc(CNC(=O)CSc2nc3ccccc3c3nc(C)nn23)cc1 returned Rac1 wt GTP bind 101, ABCG2 block 5, GSH bead fluor 11, Avidin fluor 19, ABCB1 inh 1.1, Rac1 mut GTP 98, Rab2 wt GTP 97, HRas wt GTP bind 100, Cdc42 wt GTP 102 and Rab7 wt modul 102.
For CC(=O)Nc1ccc(C2(O)COc3ccccc3O2)cc1 (stereo not given) the results were Rac1 wt GTP bind 98, ABCG2 block 1, GSH bead fluor 262*, Avidin fluor 9, ABCB1 inh 0.2, Rac1 mut GTP 97, Rab2 wt GTP 97, HRas wt GTP bind 100, Cdc42 wt GTP 96 and Rab7 wt modul 103.
`Cc1ccc(N2C(=O)c3ccc(N)cc3C2=O)cc1` gave Rac1 wt GTP bind 104, ABCG2 block 8, GSH bead fluor 45, Pf gametocyte -23, Avidin fluor 7, ABCB1 inh 0.7, Rac1 mut GTP 100, Rab2 wt GTP 100, HRas wt GTP bind 101, Cdc42 wt GTP 102 and Rab7 wt modul 101.
For CCOC(=O)c1c(NC(=O)Cn2nc(C(=O)O)c3ccccc3c2=O)sc(CC)c1C the results were Rac1 wt GTP bind 95, ABCG2 block 14, GSH bead fluor 12, Avidin fluor 12, ABCB1 inh 1.4, Rac1 mut GTP 96, Rab2 wt GTP 96, HRas wt GTP bind 94, Cdc42 wt GTP 94 and Rab7 wt modul 95.
For CNc1nnc(-c2ccc(OC)cc2)s1 the results were Rac1 wt GTP bind 100, ABCG2 block 10, GSH bead fluor 18, Pf gametocyte 4, Avidin fluor 10, ABCB1 inh 0.3, Rac1 mut GTP 96, Rab2 wt GTP 96, HRas wt GTP bind 95, Cdc42 wt GTP 97 and Rab7 wt modul 95.
`O=C(COC(=O)c1cccnc1Cl)NCc1cccs1` gave Rac1 wt GTP bind 101, ABCG2 block 17, GSH bead fluor 13, Avidin fluor 11, ABCB1 inh 3.5, Rac1 mut GTP 96, Rab2 wt GTP 98, HRas wt GTP bind 101, Cdc42 wt GTP 96 and Rab7 wt modul 106.

Not a hit list. Share with any hit: about 1.1%.
